TRPML3 agonist: agonists of human TRPML3 channel. Q8TDD5. HEK293 TRPML3-YFP, Fluo-8 calcium fluorescence; 100% = the carbachol control signal. activation, % at 3 µM. 0.29% of 220,000 active. AID 1448;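 active = activation above its plate's cutoff, the mean activation of the plate's test wells plus 3 SD, cut at about 12% in these data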;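 also: 0% = DMSO only wells and 100% = carbachol wells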
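system = HEK293 cells stably carrying human TRPML3-YFP | doses = one concentration, 3 µM nominal, 0.3% DMSO | timing = dye loading 1 h 37 °C then 30 min ambient, 125 s read | detection = Fluo-8 calcium dye fluorescence, ex 470-495, em 515-575 nm | benchmarks = high control carbachol 87 µM, low control DMSO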
EBV gp42 block: inhibitors of Epstein-Barr virus glycoprotein 42; Fluorescence polarization binding assay, mP read-out; 0.42% of 220,000 active; inhibition, % (tested at 21.74 µM); in the data active = inhibition above about 50%
Target sequence (Q1HVG2 whole entry, looked up): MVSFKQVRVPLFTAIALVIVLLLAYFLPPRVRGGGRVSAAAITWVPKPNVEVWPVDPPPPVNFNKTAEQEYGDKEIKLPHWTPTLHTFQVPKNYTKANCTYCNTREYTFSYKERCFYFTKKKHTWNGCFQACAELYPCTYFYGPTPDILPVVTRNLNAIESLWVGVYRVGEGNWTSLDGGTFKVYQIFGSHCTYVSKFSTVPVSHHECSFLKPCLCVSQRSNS
TRPN1 ag: activates the zebrafish TRPN1 channel; HEK293 zebrafish TRPN1-YFP, Fluo-8 calcium fluorescence; 100% = response to 87 µM carbachol; activation, % at 3 µM; 0.18% of 220,000 active;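 active = activation above its plate's cutoff, the mean activation of test wells on that plate plus 3 SD, cut at about 19% in these data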;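 also: 0% = DMSO alone and 100% = 87 µM carbachol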
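Material: zebrafish TRPN1-YFP in HEK293 cells. Doses: one dose of 3 µM, 0.3% DMSO. Incubation: dye 1 h 37 °C plus 30 min RT. Measured by: intracellular calcium fluorescence with Fluo-8.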
PPC-1+TRAIL kill: compounds killing PPC-1 cancer cells with TRAIL present (potentiator screen, no TRAIL-free arm). PPC-1 cells + TRAIL, ATPLite viability luminescence. cell killing (% activity), % at 4 µM. 0.41% of 220,000 active. AID 1443;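 active = cell killing above 50% in the first pass at 4 µM, then a duplicate retest at 5 µM averaging 50% or more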;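 also: plate controls were cells with TRAIL plus DMSO for no effect and medium-only wells lacking cells for full effect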
Furin inh: inhibitors of human furin. P09958. purified furin, fluorogenic substrate cleavage. inhibition, % at 30 µM. 0.061% of 220,000 active; in the data active = inhibition above about 25%; also: inactives centre near -15
Target sequence (P09958 108-714 limits assumed): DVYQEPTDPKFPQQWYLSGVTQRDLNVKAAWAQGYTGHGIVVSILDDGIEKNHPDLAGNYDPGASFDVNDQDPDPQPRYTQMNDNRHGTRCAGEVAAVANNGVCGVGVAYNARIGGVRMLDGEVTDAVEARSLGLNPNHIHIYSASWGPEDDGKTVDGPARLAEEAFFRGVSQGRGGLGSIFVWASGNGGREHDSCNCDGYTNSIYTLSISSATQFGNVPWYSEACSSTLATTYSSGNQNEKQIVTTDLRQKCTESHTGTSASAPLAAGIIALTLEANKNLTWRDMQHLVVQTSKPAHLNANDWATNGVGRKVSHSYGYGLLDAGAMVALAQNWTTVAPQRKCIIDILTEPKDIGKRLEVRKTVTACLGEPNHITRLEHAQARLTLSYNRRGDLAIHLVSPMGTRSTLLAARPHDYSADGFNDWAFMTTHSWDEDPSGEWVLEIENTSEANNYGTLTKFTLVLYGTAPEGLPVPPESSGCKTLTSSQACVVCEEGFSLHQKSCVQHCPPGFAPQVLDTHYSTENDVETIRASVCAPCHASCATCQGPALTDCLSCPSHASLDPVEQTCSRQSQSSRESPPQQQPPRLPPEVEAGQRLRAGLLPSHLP
thrombin 1536: thrombin (human) inhibition; alpha-thrombin, Boc-VPR-AMC fluorogenic substrate cleavage; inhibition, % at 5 µM; P00734; 0.26% of 220,000 active;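 active = inhibition at or above 40%; inactive = inhibition below 40%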;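 also: 0% = enzyme with no compound and 100% = wells without enzyme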
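System – human alpha-thrombin protein · Reagent – Boc-VPR-AMC substrate, 15 µM final · Compound – 5 µM single dose in 0.2% DMSO · Schedule – reaction at room temperature · Technique – AMC fluorescence at 355 nm excitation and 460 nm emission · Read-out basis – % inhibition relative to enzyme controls and enzyme-free blanks · Control set – no-compound enzyme wells and no-enzyme blanks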
Cl transport mod: KCC2 (human) Cl- transport modulation. Q9H2X9. KCC2 cells, thallium flux FluoZin-2 fluorescence. B-score of Tl+ flux slope (higher = more flux/activation; lower = inhibition) at 10 µM. 2.2% of 190,000 active. AID 1456;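 active = thallium flux slope and its plate-corrected score both differing from the plate sample mean at a set confidence after two filtering rounds, in either direction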;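 also: slope of fluorescence scaled to starting intensity during 10 to 20 s after thallium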
Calpain2 inh: inhibitors of pig calpain II. purified calpain II, fluorogenic peptide substrate, 30 min. inhibition, % at 16 µM. 0.37% of 220,000 active. AID 1236;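 active = inhibition above about 50%, limit read from the data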
TbHK1 inh: blocks Trypanosoma brucei hexokinase 1 activity; recombinant TbHK1, G6PDH-coupled NADH A340; 0.11% of 220,000 active; inhibition, % at 10 µM;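 active = inhibition of 50% or more in the single-dose primary screen; inactive = inhibition below 50%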
The depositor's hits bear a star; · = no result given; [ ] = remark or other dose.

SMILES	TRPML3 agonist	EBV gp42 block	TRPN1 ag	PPC-1+TRAIL kill	Furin inh	thrombin 1536	Cl transport mod	Calpain2 inh	TbHK1 inh
COC(=O)[C@@H]1CCCN1Cc1c(C(=O)N2CCCCC2)nc2c(C)cccn12	0.3	1.0	0.8	0.9	-23.9	-9.7	-0.661	-25.1	-2.7
OCCNCCCCOc1cccc(Br)c1	-0.2	-9.6	0.3	31.2	-21.6	-5.6	0.02	-2.4	-7.3
O=C(Nc1ccc(NC(=O)c2ccco2)c(Cl)c1)c1cccc([N+](=O)[O-])c1	0.9	-19.8	0.1	10.8	-35.8	6.1	0.299	-20.6	0.5
CS(=O)(=O)N(CC(=O)N/N=C/c1ccco1)c1ccccc1Br	0.9	-3.0	0.1	21.3	-19.2	-4.1	-0.525	4.4	-5.9
COc1ccc(CCNc2ccncn2)cc1OC	0.6	-25.9	1.6	-25.1	-8.3[20 µM]	-0.9	·	0.4	3.2
CC(=O)Nc1ccc(N2CCN(C(=O)c3cccs3)CC2)cc1	0.4	-18.0	2.7	-2.4	-14.1	-0.4	0.0773	-6.7	3.1
Cc1ccc(NC(=S)Nc2ccccn2)cc1C	-0.1	15.9	-0.9	14.6	-11.2	-1.5	0.0218	18.8	26.8
CCC(=O)N1CCc2cc(S(=O)(=O)NC(CC(C)C)C(=O)N3CCc4ccccc43)ccc21 (stereo not drawn)	0.2	-5.5	-0.2	14.9	-3.2	-1.4	0.171	13.4	1.6
O=C(CCc1nnc(CCCc2ccccc2)o1)NCCc1ccccc1	0.1	-19.6	-0.1	2.5	-17.6	-9.6	-2.38	-11.0	-1.9
COc1ccc(Nc2nc(N)nc(CSC(=S)N3CCC(C)CC3)n2)cc1	-0.3	-18.7	-2.3	-6.4	-16.8	-3.8	-2.01	31.1	-4.5
Cc1nc(C(=O)Nc2ccc(Cl)cc2)nn1-c1ccc([N+](=O)[O-])cc1	0.7	-9.1	0.1	-1.9	-25.2[20 µM]	-12.1	·	36.9	1.0
Cc1ccc(-c2noc(CCC(=O)NCC3CCN(Cc4cccc(C)c4)CC3)n2)cc1	1.9	-18.0	3.6	15.5	-21.6[20 µM]	-8.1	0.52	-13.6	10.5
Cc1ccc(/C=C/c2nnc(-c3cccs3)o2)cc1	-0.6	-4.7	-1.0	15.6	-10.5[20 µM]	3.6	0.283	-22.4	-4.4
COc1ccc2c(c1OC)C(=O)OC2Nc1ccccc1S(=O)(=O)C(F)F (stereo not drawn)	0.2	-4.6	-0.3	-8.7	-7.6	5.0	1.37	12.9	-5.1
Nc1nnc2c(n1)CCCC2	0.5	6.4	0.7	-1.8	-34.7	-11.3	0.437	-17.1	-2.0
CCN(CC)CCN1C(=O)C(O)=C(C(=O)c2ccco2)C1c1ccccn1 (stereo not drawn)	0.5	-4.0	5.3	6.7	3.0[20 µM]	11.7	0.0556	-1.4	-24.4
CSc1nc(N2CCOCC2)c2c3c(sc2n1)CCC3	0.1	-13.0	-1.5	-0.9	-10.7[20 µM]	-7.1	0.766	-25.5	-1.5
COc1ccc(-c2nnn(CC(=O)N(CCO)C(C(=O)NC3CCCC3)c3ccc(F)cc3)n2)cc1 (stereo not drawn)	0.3	-10.2	0.9	24.7	-9.4	2.9	0.121	-9.5	4.3
CN(C(=O)Nc1ccc(Cl)c(Cl)c1)c1ccccc1C(=O)O	0.9	-6.3	0.0	16.5	-26.4	-1.1	0.776	-68.6	0.4
CC(=O)NC(c1ccc(C)cc1)c1cc([N+](=O)[O-])c2cccnc2c1O (stereo not drawn)	0.9	-2.7	0.8	0.1	-12.0	3.8	·	-72.6	16.1
COC(=O)CNC(=O)c1ccccc1F	0.8	-18.8	0.7	8.3	-19.2[20 µM]	5.0	0.944	-19.5	-0.7
Cc1cc(O)c(C(C)C)cc1N=Nc1ccccc1C(=O)O	1.9	-28.6	4.1	9.8	-15.4	3.1	-1.87	1.2	-18.2
CNC(=O)NNC(=O)c1nc(-c2ccccc2)c(C)o1	0.5	-5.9	2.7	10.1	3.0	24.5	0.31	5.0	-3.2
O=[N+]([O-])c1ccc(O)c(C=Nc2ccc3c(c2)OCCO3)c1	1.3	15.4	-0.5	35.9	-10.2	-2.0	0.516	19.7	-25.6
O=C(O)C1CCN(c2ccccc2[N+](=O)[O-])CC1	0.6	-3.6	0.8	18.7	-5.4	-1.4	1.31	14.6	7.4
COC(=O)CSc1nnc(CNC(=O)c2cccc(C)c2)n1-c1ccccc1OC	0.9	-18.7	0.5	-8.6	-27.3	4.7	0.333	1.5	6.9
C/C(=N\NC(=S)Nc1ccc(F)cc1)c1ccc2c(c1)OCCO2	0.2	-8.9	0.5	4.4	-0.9	-1.0	48*	35.0	21.2
COc1ccc(NC(=O)C(=S)N2CCCC2)cc1	0.6	1.2	-0.2	4.5	-33.0	-2.5	0.00808	-19.2	-0.1
Cc1nn(CCC(=O)O)c(C)c1C	1.3	-14.2	1.0	6.9	-16.5[20 µM]	0.8	·	3.9	-8.6
CCOC(=O)c1sc(NC(=O)Nc2ccc(Cl)cc2)nc1C	1.4	-5.5	3.8	34.6	-19.1[20 µM]	1.9	-0.884	7.0	-16.7
CN1C(=O)CSc2ccc(NC(=O)N3CCN(c4ccccn4)CC3)cc21	2.3	-20.3	5.9	11.8	-13.1	-1.3	0.194	-0.7	-1.2
Cc1cccc2nc(-c3ccco3)c(Nc3ccc4c(c3)OCO4)n12	-0.4	-3.1	-1.3	16.8	-6.4	-0.2	-1.22	15.3	0.3
COC(=O)C1C(=O)C2=C(CC1C)Nc1ccccc1NC2c1ccc(C)s1 (stereo not drawn)	0.7	-8.6	0.8	-1.2	2.7	13.5	0.367	22.1	-35.7
O=C1CC(N2CCN(c3ccc(S(=O)(=O)N4CCOCC4)cc3)CC2)C(=O)N1Cc1ccccc1 (stereo not drawn)	1.2	2.2	0.3	21.3	-21.1[20 µM]	-7.5	0.98	4.9	-10.6
Cc1nnsc1-c1c(C(=O)O)c(C)nn1-c1ccc(OC(F)(F)F)cc1	0.3	1.6	2.2	-6.6	-16.3	-7.2	-0.435	1.2	-1.4
COc1cccc(NC(=O)Nc2ccc(C(C)(C)C)cc2)c1	3.2	-3.8	9.6	46.8	-17.6	-1.5	1	25.1	9.7
CC(C(=O)Nc1ccccn1)N1C(=O)C2C3C=CC(C3)C2C1=O (stereo not drawn)	0.0	-8.4	-0.4	15.8	-13.1	-6.2	0.218	7.2	2.2
COc1ccccc1C(=O)OCc1c(F)cccc1Cl	-0.1	0.8	-1.1	13.9	-19.6[20 µM]	-6.3	-0.592	16.9	-1.2
CC(C)CN(CC(C)C)C(=O)CS(=O)(=O)Cc1ccccc1	0.0	-2.6	-0.6	19.2	-15.0[20 µM]	-9.2	-0.684	7.2	4.8
COc1ccc(C(OCC2CO2)c2ccc(OC)cc2)cc1 (stereo not drawn)	0.3	-9.7	1.1	15.1	-14.5	0.1	·	21.7	3.7
CCOC(=O)N1CCC(NC(=S)Nc2ccc3nc(N4CCN(CC)CC4)cc(C)c3c2)CC1	0.6	-9.0	-0.9	4.8	5.8	-0.8	0.00489	-8.0	-10.8
Cc1ccc(NC(=O)CSc2ncnc3ccccc23)cc1S(=O)(=O)N1CCOCC1	3.6	-10.3	7.0	-6.4	-19.7	-1.1	-3.87	-17.5	-7.1
COc1ccc(C(=O)Nc2ncc3c(n2)CC(c2ccco2)CC3=O)cc1 (stereo not drawn)	0.1	-2.1	-0.4	-13.5	-29.9	-1.4	0.211	4.7	5.5
CCC1(C)Cc2c(C#N)c(N)n(-c3ccccc3)c(=S)c2CO1 (stereo not drawn)	0.2	-19.4	1.8	10.4	-22.6	2.7	1.02	6.9	-2.8
COc1ccccc1-n1c(SCC(=O)Nc2cccc3ccccc23)nc(O)cc1=O	1.2	-15.0	-0.3	21.4	-9.2[20 µM]	3.2	0.0547	-50.4	-3.8
CN1CCC(CO)(Cc2ccccc2)CC1	0.7	0.4	0.3	17.5	-22.9	-7.0	0.0229	-21.4	-3.2
CN(Cc1ccccc1)c1nc(N)c([N+](=O)[O-])c(Nc2cccc(F)c2)n1	0.6	-12.9	0.2	-10.6	-21.8[20 µM]	-6.2	0.157	12.6	-1.8
COC(=O)NCC(c1cccnc1)N1CCN(c2ccccc2OC)CC1 (stereo not drawn)	0.2	-13.9	-0.1	14.6	-10.2	3.4	·	-0.1	6.7
O=C(Cc1ccc(Br)cc1)N1CCN(c2ccccc2)CC1	0.6	-9.1	-0.2	0.2	-5.5[20 µM]	-1.2	-1.31	19.7	5.5
O=C(NCCN1CCCC1)c1ccc(CS(=O)(=O)c2c(Cl)cccc2Cl)o1	1.2	-15.9	2.4	12.9	-18.9	0.6	-0.105	-11.8	2.9
Cc1c(C(=O)Nc2ccccc2C(=O)N2CCCC2)cccc1[N+](=O)[O-]	1.0	-11.9	1.4	26.6	-14.1	-6.2	0.212	-8.0	0.4
COc1cc(OC)cc(C(=O)Nc2ccccc2C(=O)N2CCCC2)c1	0.6	-7.3	0.4	-2.2	-7.9[20 µM]	-0.3	0.346	-4.9	-0.8
COC(=O)c1ccc(CN(c2ccccn2)S(=O)(=O)c2ccccc2)cc1	0.8	-20.0	1.2	7.6	-19.5[20 µM]	-6.0	0.361	-47.7	-5.1
CCO[C@H]1OC(C(=O)N2CCN(Cc3ccccc3)CC2)=C[C@@H](c2ccccc2)[C@@H]1CCCO	0.4	-3.1	1.5	-0.4	-29.2	-5.2	-2	-12.4	-12.6
S=C(Nc1ccccn1)NC1CCCCC1	0.5	-5.4	-1.0	-16.6	-13.5	-4.9	3.49*	3.8	-8.7
Cn1c(-c2ccccc2)cnc1SCC(=O)N1CCCc2ccccc21	0.2	-3.2	0.3	2.7	-4.8	0.1	-1.8	-0.9	25.1
O=C(CCSc1ccccn1)c1ccccc1	0.9	-1.0	-0.1	33.4	-25.4	0.8	-0.0492	-9.5	-11.2
Nc1ncnc(NCc2ccc(F)cc2)c1[N+](=O)[O-]	0.5	-12.3	0.2	14.5	-20.9	-7.4	-0.964	-9.7	-22.8

Records listed so far marked active in Cl transport mod.
Molecule | TRPML3 agonist | EBV gp42 block | Furin inh | thrombin 1536 | Cl transport mod | Calpain2 inh | TbHK1 inh
C/C(=N\NC(=S)Nc1ccc(F)cc1)c1ccc2c(c1)OCCO2 | 0.2 | -8.9 | -0.9 | -1.0 | 48* | 35.0 | 21.2
S=C(Nc1ccccn1)NC1CCCCC1 | 0.5 | -5.4 | -13.5 | -4.9 | 3.49* | 3.8 | -8.7

2 compounds from above, limited to TRPML3 agonist, PPC-1+TRAIL kill and Calpain2 inh.
| smiles | TRPML3 agonist | PPC-1+TRAIL kill | Calpain2 inh |
| --- | --- | --- | --- |
| CN1CCC(CO)(Cc2ccccc2)CC1 | 0.7 | 17.5 | -21.4 |
| COC(=O)NCC(c1cccnc1)N1CCN(c2ccccc2OC)CC1 (stereo not drawn) | 0.2 | 14.6 | -0.1 |

Screens deposited in PubChem by several laboratories.
